Rad51 HR inh – human RAD51 strand exchange inhibitors, primary screen, biochemical, fluorescence. hRad51 DNA strand exchange, fluorescence dequenching. DNA repair protein RAD51 homolog 1 (Homo sapiens), Q06609. inhibition, % at 10 µM. 200,000 tested, 0.085% active. AID 1385, 2008;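 active = inhibition above 40% at the single screening dose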;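 also: 0% = DMSO control wells and 100% = blanks with heterologous ssDNA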
Target sequence (Q06609 whole entry, looked up): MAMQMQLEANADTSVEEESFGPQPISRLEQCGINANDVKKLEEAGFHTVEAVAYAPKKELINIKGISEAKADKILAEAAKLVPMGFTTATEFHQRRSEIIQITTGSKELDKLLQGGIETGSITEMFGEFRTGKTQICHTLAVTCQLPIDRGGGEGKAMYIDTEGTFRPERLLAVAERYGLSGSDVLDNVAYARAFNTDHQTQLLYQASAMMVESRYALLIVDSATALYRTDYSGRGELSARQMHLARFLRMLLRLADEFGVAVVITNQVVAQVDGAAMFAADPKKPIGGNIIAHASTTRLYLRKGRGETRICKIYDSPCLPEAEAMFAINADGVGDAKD
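System: hRad51 filaments on single-stranded DNA; reagent: Fluorescein- and BHQ1-tagged 47-mer duplex; compound dosing: one concentration, 10 µM final; timing: filaments 15 min 37 °C, then compound 30 min; measured by: fluorescein emission 520 nm, excitation 485 nm; benchmarks: per-plate controls and blanks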
TNF necrop inh – inhibitors of TNF-alpha triggered necroptosis, primary screen, cell-based, Jurkat FADD-/-, single concentration; 220,000 tested, 0.068% active; activation (protection from cell death), % at 10 µM; Jurkat FADD-/- TNF necroptosis rescue, ATP luminescence, 24 h; 0 = TNF only, 100 = no-TNF cells;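 active = activation, meaning protection from cell death, of at least 50% relative to plate controls; inactive = activation below 50%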;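 also: necroptosis triggered by 40 ng/mL TNF-alpha added together with compound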
Calpain2 inh – inhibitors of pig calpain II, primary screen, biochemical, fluorogenic peptide substrate, 1536-well | purified calpain II, 30 min | inhibition, % at 16 µM | 220,000 tested, 0.37% active;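 active = inhibition above about 50%, limit read from the data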
L929 necroptosis – inhibitors of zVAD-triggered necroptosis, primary screen, L929 cells. AID 1377, 2008. 220,000 tested, 0.38% active. viability rescue, % at 10 µM. L929 zVAD necroptosis rescue, ATP luminescence, 24 h; with zVAD 60 µM;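 active = activation, scaled between plate controls, above about 75%, limit read from the data; inactive = activation under that limit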;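 also: 0% = zVAD with DMSO and 100% = DMSO alone without zVAD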
eIF4E-4G inh – eIF4E–eIF4G protein interaction inhibitors, primary screen, biochemical, uHTS, TR-FRET, eIF4GI fragment. Eukaryotic translation initiation factor 4E (Mus musculus) + Eukaryotic translation …. TR-FRET eIF4E-eIF4GI(517-606) binding, 2 h. inhibition, % at 21.7 µM. 220,000 tested, 0.37% active. AID 782, 2007;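 active = inhibition above about 30%, limit read from the data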;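 also: 0% = full FRET control wells and 100% = background wells lacking eIF4GI fragment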
PERK inh – block of dimerizer-induced PERK translation repression, primary screen, PERK inhibitor project, CHO PERK-DD cells, SEAP luminescence, HTS; Eukaryotic translation initiation factor 2-alpha kinase 3 (Homo sapiens), Q9NZJ5; CHO PERK-DD fusion, SEAP luminescence translation reporter; inhibition, % at 5.6 µM; 220,000 tested, 0.17% active;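 active = inhibition above the mean inhibition of all tested compounds plus 3 SD, set separately per screening campaign, cut at about 2.9% in these data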;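 also: PERK kinase domain activated by AP20187 dimerizer at 100 nM; 0% = DMSO with dimerizer and 100% = rapamycin at 8.4 µM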
Mdm2 ligase inh – MDM2-luciferase reporter signal enhancers, primary screen, MDM2 E3 ligase inhibitor project, cell-based, luminescence, 1536-well | E3 ubiquitin-protein ligase Mdm2 (Homo sapiens), Q00987 | cell-based MDM2 ubiquitination luciferase reporter, 2 h; 0 = plate control, 100 = twice control, blank-subtracted | signal enhancement, % at 5 µM | 210,000 tested, 0.11% active | AID 1230, 2008;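 active = signal enhancement of 30% or more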;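 also: luminescence tracks abundance of the self-degrading MDM2-luciferase fusion protein; higher signal means inhibition of MDM2 E3 ligase activity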
Target sequence (Q00987 whole entry, looked up, the tested form may be a part): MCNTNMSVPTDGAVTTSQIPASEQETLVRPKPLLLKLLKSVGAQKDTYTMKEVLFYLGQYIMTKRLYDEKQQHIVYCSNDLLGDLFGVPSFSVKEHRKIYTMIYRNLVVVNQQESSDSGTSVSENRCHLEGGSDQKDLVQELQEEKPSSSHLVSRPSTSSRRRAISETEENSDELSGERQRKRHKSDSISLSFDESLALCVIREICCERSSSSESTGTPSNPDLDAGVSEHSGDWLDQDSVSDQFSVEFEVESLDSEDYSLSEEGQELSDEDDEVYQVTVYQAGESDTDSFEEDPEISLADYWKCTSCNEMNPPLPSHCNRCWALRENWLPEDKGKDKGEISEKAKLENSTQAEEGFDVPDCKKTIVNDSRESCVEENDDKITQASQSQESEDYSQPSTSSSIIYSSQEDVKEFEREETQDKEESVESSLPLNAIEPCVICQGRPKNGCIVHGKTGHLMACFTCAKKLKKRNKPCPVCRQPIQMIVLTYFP
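Material: Stable MDM2–luciferase fusion reporter cells | Amount: 2000 cells seeded into each well | Dosing: One concentration, 5 µM, with 0.2% DMSO | Incubation: 4 h cell settling then 2 h compound exposure, 37 °C | Measured by: Luciferase luminescence | Read-out basis: % enhancement relative to plate controls after blank subtraction | Benchmarks: Control and blank well means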
EBV gp42 inh – Epstein-Barr virus gp42 inhibitors, primary screen, biochemical, uHTS, fluorescence polarization | AID 1085, 2008 | Glycoprotein 42 (Epstein-Barr virus (strain AG876)), Q1HVG2 | 220,000 tested, 0.42% active | inhibition, % (tested at 21.74 µM) | Fluorescence polarization binding assay, mP read-out; in the data active = inhibition above about 50%
Target sequence (Q1HVG2 whole entry, looked up): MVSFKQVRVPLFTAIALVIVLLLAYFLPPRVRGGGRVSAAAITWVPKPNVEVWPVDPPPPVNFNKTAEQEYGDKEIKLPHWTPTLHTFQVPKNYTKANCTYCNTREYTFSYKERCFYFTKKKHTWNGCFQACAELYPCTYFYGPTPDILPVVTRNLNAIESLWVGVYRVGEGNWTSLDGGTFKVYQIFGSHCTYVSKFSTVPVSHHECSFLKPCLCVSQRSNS
Cl transport mod – KCC2 cotransporter modulators, thallium flux, primary screen, cell-based, HEK293 KCC2, FluoZin-2 fluorescence, MLSMR; Solute carrier family 12 member 5 (Homo sapiens), Q9H2X9; KCC2 cells, thallium flux FluoZin-2 fluorescence; B-score of Tl+ flux slope (higher = more flux/activation; lower = inhibition) at 10 µM; AID 1456, 2008; 190,000 tested, 2.2% active;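 active = thallium flux slope and its plate-corrected score both differing from the plate sample mean at a set confidence after two filtering rounds, in either direction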;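 also: slope of fluorescence scaled to starting intensity during 10 to 20 s after thallium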
Starred values were filed as active, the others as inactive; i = inactive; . = not tested or not shown; [ ] = remark or other dose.

SMILES	Rad51 HR inh	TNF necrop inh	Calpain2 inh	L929 necroptosis	eIF4E-4G inh	PERK inh	Mdm2 ligase inh	EBV gp42 inh	Cl transport mod
COc1ccccc1C(=O)Oc1ccc(C(C)C)cc1	-5	0.1	11	-0.1	0	-0.4	-14	5	0.12
O=C(O)c1nccnc1C(=O)NCCc1c[nH]c2ccccc12	6	-1.0	-22	4.0	-1	-0.3	1	-6	0.86
O=C(O)c1nn2cc(CCO)cnc2c1Cl	1	-0.3	-33	3.1	-1	0.5	22	-14	0.23
O=S(=O)(c1ccccc1)N1CCN(c2nc(-c3cccs3)nc3ccccc23)CC1	.	-1.1	-55	.	-1[fluorescence artefact?]	-0.3	7	-7	-0.99
CN(C1CCCCC1)S(=O)(=O)c1ccc2c(c1)c(=O)c(C(=O)NCCN1CCCC1)cn2C	-3	-1.2	-6	0.6	5	0.6	-14	-7	.
Cc1sc2ncnc(NCc3cccnc3)c2c1C	0	-2.8	26	-1.0	0	-0.8	-19	-6	-0.0014
CC(CS(=O)(=O)c1ccc2ccccc2c1)N1CCN(C2CCCCC2)CC1 (stereo unspecified)	.	0.1	.	-0.1	.	0.1	.	.	0.19
CC1Cc2ccccc2N1C(=O)CNc1cccc(S(=O)(=O)N2CCCC2)c1 (stereo unspecified)	13	0.4	-35	1.1	5	0.7	-14	-2	-1
COc1cc(-c2n[nH]c(=S)n2-c2ccccc2C(F)(F)F)cc(OC)c1OC	14	-1.9	20	1.2	6	1.3	-6	-12	-0.11
CCn1c(=O)cc(SCC(=O)N2CCCCC2)c2ccccc21	-2	-2.5	-1	-0.4	4	-1.1	.	-5	0.037
O=C(COc1ccc([N+](=O)[O-])cc1)Nc1nnc(-c2cccnc2)s1	6	0.4	-20	-0.5	15	0.6	-2	44	-0.79
COc1ccc(C)cc1S(=O)(=O)Nc1ccncc1	.	-0.6	-6	0.4	-2	0.3	-3	7	-0.017
CCn1c(-c2ccc(Cl)cc2)n[nH]c1=S	5	-0.3	-27	-0.1	-1[fluorescence artefact?]	-0.5	-3	-12	1.4
CCSC1=C(C#N)C(c2ccc(Cl)cc2)C2=C(CCCC2=O)N1 (stereo unspecified)	-5	-6.1	-81	0.6	7	-0.3	-11	1	-3.2
O=C(CCNC(=O)c1ccccc1Cl)Nc1ccc2c(c1)OCO2	-9	-0.7	8	0.0	14	1.1	-14	-28	0.25
CC(C)NS(=O)(=O)c1cccc2nsnc12	-9	-4.8	29	-0.1	7	1.6	-13	-3	0.022
CC(=O)N1CCN(c2ccc(NCc3ccc(C(C)C)cc3)cc2)CC1	1	-4.6	-4	2.8	6	-1.6	-11	-3	0.12
Cc1nc(SCc2c(F)cccc2Cl)n[nH]1	1	-4.2	5	-0.1	-6	-0.5	1	-5	.
CCN(CC)c1ccc(/C=C/C(=O)c2cccnc2)cc1	5	-2.9	-30	-1.3	4	0.4	-8	-14	.
CN(C)/N=C/c1c(O)ccc2ccccc12	2	-0.8	7	0.8	-1	0.7	6	-24	-0.0054
O=C(Nc1ccccn1)C(=O)Nc1ccccn1	20	-0.6	-13	-0.3	-3	1.3	-41	-9	1
COC(=O)c1cc2sc(Cl)cc2n1CC(=O)NCCC(C)C	6	1.0	-1	0.3	3[fluorescence artefact?]	0.7	-18	-3	0.9
NC(=O)Nc1ccc(Oc2c(F)c(F)c(F)c(F)c2F)cc1	-11	-0.7	10	1.1	1	0.6	-1	-10	-0.9
O=C1CCC([N+](=O)[O-])C(c2ccc(Cl)c([N+](=O)[O-])c2)N1 (stereo unspecified)	0	0.0	-7	1.4	0	-0.1	-13	-4	-0.38
CCOC(=O)c1cnc2[nH]c3ccccc3n2c1=O	.	-2.5	i	0.9	13	0.1	-9	1	-0.48
COC(=O)Nc1ccc(S(=O)(=O)N2CCCC(C(=O)Nc3cccc4c3OCCO4)C2)cc1 (stereo unspecified)	1	0.7	8	0.0	0	-0.9	-5	26	-0.29
Cc1ccc(C(=O)NCC(c2ccc(F)cc2)N2CCOCC2)cc1 (stereo unspecified)	-17	-1.3	7	0.2	-7	-1.0	.	-15	-0.98
CC1(C)OC(=O)C(=CNC(Cc2c[nH]c3ccccc23)C(=O)O)C(=O)O1 (stereo unspecified)	2	-0.1	26	0.0	-3	0.7	10	-27	0.14
O=c1c(Oc2ccccc2F)coc2cc(OCc3cnn(-c4ccccc4)c3)ccc12	.	0.3	-20	0.5	-1	-0.2	.	-40	2.1
COc1ccc(C2=[N+]([O-])C(C)(C)C(c3ccccc3)=N2)cc1	14	0.3	-17	4.8	0	0.4	3	-3	3.5
O=C(N/C(=C\c1cccnc1)c1nc2ccccc2[nH]1)c1cccc(Br)c1	0	-1.0	-12	0.8	4	0.1	13	-1	0.89
Cc1nc2c(sc3nc(N4CCOCC4)c4c(c32)CC(C)(C)OC4)c(-c2ccc(Cl)cc2)c1C(=O)O	.	0.5	15	3.7	-16	-0.5	-8	-86	1.2
Cc1cccc(NC(=S)NC(=O)CC2CC(C)(C)OC2=O)c1 (stereo unspecified)	-2	0.3	42	-0.6	-1	0.1	-7	-1	-0.053
Cc1nc2ncnn2c(N2CCN(C(=O)Cc3cccs3)CC2)c1C	10	0.1	-11	-0.6	8[fluorescence artefact?]	0.1	-4	7	-1.1
CC(=O)c1cccc(NC(=O)C(CC(C)C)NC(=O)C2CCCCC2)c1 (stereo unspecified)	11	2.5	-11	1.4	-5	1.2	-4	8	-0.33
CC(=O)c1cc(C#N)c(Oc2cc(C)cc(C)c2)nc1C	4	-2.0	3	-0.2	5	0.9	-13	-10	-0.014
O=C(Cc1ccccc1Cl)Nc1nc2ccccc2[nH]1	-4	2.5	-17	3.3	1	-0.6	-14	-10	1
O=C(O)CCC(=O)N1CCC[C@H]1C(=O)O	-17	1.6	-1	0.1	-18	.	-12	-12	0.37
Cc1c(NC(=O)C(C)OC(=O)CCC2CCCC2)c(=O)n(-c2ccccc2)n1C (stereo unspecified)	2	0.8	-12	2.2	-4	0.2	-7	-10	-1.5
CCCCn1nc2cc(C(=O)NCc3cc(C(F)(F)F)cc(C(F)(F)F)c3)ccc2c1OCC	0	-1.5	-136	0.0	.	-0.7	-6	-15	1.3
C=CCn1c(=S)[nH]c2ccc(Br)cc2c1=O	2	-0.5	13	0.4	5	0.3	-4	-20	52*
CCN1CCN(S(=O)(=O)c2cc(OCC(=O)NC3CCCCC3)c(C)cc2Cl)CC1	5	-6.8	6	-0.2	-4	-1.3	-11	-14	0.38
COc1ccc(OCCSc2nc(N)cc(N)n2)cc1	-4	-1.9	-6	0.2	3	0.3	-13	-23	.
Cn1c(=O)c2c(nc(N3CCc4ccccc4C3)n2Cc2ccc(Br)cc2)n(C)c1=O	11	-0.2	32	-0.4	-4[fluorescence artefact?]	-0.9	-7	5	0.47
O=C(OCn1nnc2ccccc2c1=O)c1ccc(Br)o1	1	0.3	18	0.0	1[fluorescence artefact?]	2.1	-3	-9	1
CC(NC(=O)CCc1ccccc1)c1cc2c(cc1Cl)OCCO2 (stereo unspecified)	.	-0.3	-2	-1.2	3[fluorescence artefact?]	0.0	22	-17	0.87
COc1ccc([N+](=O)[O-])cc1NCc1ccco1	-5	-3.4	11	-0.2	-7	-1.1	.	5	-0.78
COc1ccc(CCN2C(=O)N(c3ccc(OC)cc3)C(=O)C2CC(=O)Nc2ccc(OC)cc2)cc1 (stereo unspecified)	8	1.8	7	-0.4	0	0.7	.	9	0.0027

Entries from the list above with a cyano group:
SMILES	Rad51 HR inh	TNF necrop inh	Calpain2 inh	L929 necroptosis	eIF4E-4G inh	PERK inh	Mdm2 ligase inh	EBV gp42 inh	Cl transport mod
CCSC1=C(C#N)C(c2ccc(Cl)cc2)C2=C(CCCC2=O)N1 (stereo unspecified)	-5	-6.1	-81	0.6	7	-0.3	-11	1	-3.2
CC(=O)c1cc(C#N)c(Oc2cc(C)cc(C)c2)nc1C	4	-2.0	3	-0.2	5	0.9	-13	-10	-0.014

Other entries.
SMILES	Rad51 HR inh	TNF necrop inh	Calpain2 inh	L929 necroptosis	eIF4E-4G inh	PERK inh	Mdm2 ligase inh	EBV gp42 inh	Cl transport mod
O=C(Nc1ccc(N2CCOCC2)cc1N1CCOCC1)c1ccco1	-6	1.1	18	51	-4	-0.4	0	14	0.7
CCn1c(NC(=O)C2CCCCC2)nc2ccccc21	1	-0.1	-16	-0.8	3	-0.5	5	-11	0.99
COc1ccc(S(=O)(=O)N(C)C)cc1NCC(=O)Nc1ccc(F)cc1F	0	1.3	23	-0.3	-8	-0.4	2	-7	0.24
O=C(Oc1ccc[nH]c1=O)c1cc([N+](=O)[O-])cc([N+](=O)[O-])c1	15	1.5	14	0.0	6	1.0	-14	-15	0.0019
Cc1cccc(NC(=O)CO/N=C/c2ccc3c(c2)OCO3)c1	-2	1.3	17	0.7	5[fluorescence artefact?]	1.1	-8	-1	-0.72
COc1cc(C(=O)NCC(=O)N/N=C/c2cccs2)cc(OC)c1OC	.	0.2	11	0.6	-1	0.3	.	-8	0.55
COc1ccccc1C1(CC(=O)O)CCOC(C(C)C)C1 (stereo unspecified)	0	-0.4	-10	-0.7	2	-0.7	-1	-23	-0.044
CC1=C(C(=O)OCCOc2ccccc2)C(c2ccc(C)o2)C2=C(CC(C)(C)CC2=O)N1 (stereo unspecified)	0	2.0	38	-0.1	-1[fluorescence artefact?]	-0.9	-43	1	-2.7
COc1cc(NC(=S)Nc2ncccc2C)cc(OC)c1OC	15	0.8	-1	2.2	-1	0.8	-3	-13	0.36
CC(O)C(NC=C1C(=O)OC(C)(C)OC1=O)C(=O)O (stereo unspecified)	.	0.8	-16	0.4	-1	-0.3	-17	2	0.66
COc1ccc(CN(C(=O)c2ccc(-c3ccccc3)[nH]2)C(C(=O)NC(C)(C)C)c2ccncc2)cc1 (stereo unspecified)	15	0.9	-115	0.8	3	0.7	4	-3	-4.9*
COc1ccc(CC(=O)NC2CCN(CC(=O)Nc3ccc4c(c3)OCCO4)CC2)cc1OC	0	-0.4	16	-0.3	4	-0.2	2	5	-0.2
COc1ccc(Nc2nc(C(=O)NCCCN3CCOCC3)cs2)cc1	-7	0.9	5	1.4	-5	-0.6	-6	-25	.
COCC(=O)OCC(=O)N1N=C(c2ccc(Cl)cc2)CC1c1ccco1 (stereo unspecified)	5	-1.9	-12	1.3	1	-0.1	-14	-14	0.44

Screening data deposited in PubChem by several laboratories.
